Source: PubChem BioAssay (Sanford-Burnham Center for Chemical Genomics)
mIAP block – inhibitors of mouse IAP, primary screen, biochemical, luminescence, uHTS. intestinal alkaline phosphatase [Mus musculus]. purified mouse IAP, CDP-Star luminescence, 30 min. inhibition, % at 10 µM. 0.2% of 330,000 active. AID 2806, 2010;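 active = inhibition of at least 40% at 10 µM in the primary screen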;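 note: plate controls were DMSO with enzyme for no effect and no enzyme wells for full effect; values of inactives mirror those of a sister screen read the other way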
A3A deaminase – APOBEC3A ssDNA deaminase inhibitors, primary screen, selectivity assay for APOBEC3G inhibitor project, biochemical, FAM/TAMRA oligo cleavage fluorescence. DNA dC->dU-editing enzyme APOBEC-3A (Homo sapiens), P31941. recombinant A3A, FAM/TAMRA ssDNA deamination fluorescence. inhibition, % at 20 µM. 0.41% of 330,000 active;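 active = at least 40% inhibition at 20 µM here, with at most 30% in a related deaminase screen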;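 note: plate controls were A3A with DMSO for no effect and wells lacking A3A enzyme for full effect; some results filed as inactive read as strong as hits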
Target sequence (P31941 whole entry, looked up): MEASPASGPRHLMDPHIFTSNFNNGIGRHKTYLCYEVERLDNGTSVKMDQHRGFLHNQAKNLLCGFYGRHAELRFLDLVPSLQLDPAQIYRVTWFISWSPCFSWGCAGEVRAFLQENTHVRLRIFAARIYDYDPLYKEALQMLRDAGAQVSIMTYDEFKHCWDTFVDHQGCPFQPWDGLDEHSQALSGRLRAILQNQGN
ATG4B inhibitor – ATG4B protease inhibitors, primary screen, biochemical, fluorescence, uHTS. inhibition, % at 8.33 µM. Cysteine protease ATG4B (Homo sapiens), Q9Y4P1. ATG4B cleavage of LC3-PLA2, NBD-HPC fluorescence, 1 h. 0.51% of 340,000 active; in the data active = inhibition above about 40%
Target sequence (Q9Y4P1 whole entry, looked up): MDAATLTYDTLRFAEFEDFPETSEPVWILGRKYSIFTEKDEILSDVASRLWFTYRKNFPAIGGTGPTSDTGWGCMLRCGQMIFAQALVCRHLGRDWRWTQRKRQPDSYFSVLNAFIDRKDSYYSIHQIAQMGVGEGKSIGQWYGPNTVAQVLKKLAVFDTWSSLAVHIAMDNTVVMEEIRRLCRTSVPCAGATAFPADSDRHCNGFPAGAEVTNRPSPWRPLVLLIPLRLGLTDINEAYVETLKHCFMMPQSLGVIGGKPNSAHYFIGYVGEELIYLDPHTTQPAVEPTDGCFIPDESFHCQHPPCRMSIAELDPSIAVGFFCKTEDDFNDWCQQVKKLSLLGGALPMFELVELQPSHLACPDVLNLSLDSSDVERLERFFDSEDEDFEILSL
MIN6 prolif – inducers of MIN6 beta-cell proliferation, primary screen, ATP luminescence, uHTS | MIN6 cells proliferation, ATPlite luminescence, 48 h; cells starved in 0.2% serum; 100% = growth in 10% serum | proliferation, % at 10 µM | 0.29% of 330,000 active | AID 2380, 2010;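 active = compounds whose signal lies at least 3.5 SD above the mean of all wells on their plate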;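 note: 0% = DMSO-treated cells in low-serum medium and 100% = 10% serum control; some compounds called inactive have numbers as strong as hits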
APOBEC3G inh – APOBEC3G DNA deaminase inhibitors, primary screen, biochemical, fluorescence, single-stranded DNA substrate, uHTS; recombinant A3G, ssDNA deamination FAM/TAMRA fluorescence; inhibition, % at 20 µM; 0.28% of 330,000 active; AID 493012, 2011;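 active = inhibition of at least 40% at 20 µM, with no more than 30% in the related APOBEC3A deaminase screen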;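 note: plate controls were DMSO wells with A3G for no effect and wells lacking A3G enzyme for full effect; some compounds called inactive have numbers as strong as hits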
Target sequence (Q9HC16 whole entry, looked up): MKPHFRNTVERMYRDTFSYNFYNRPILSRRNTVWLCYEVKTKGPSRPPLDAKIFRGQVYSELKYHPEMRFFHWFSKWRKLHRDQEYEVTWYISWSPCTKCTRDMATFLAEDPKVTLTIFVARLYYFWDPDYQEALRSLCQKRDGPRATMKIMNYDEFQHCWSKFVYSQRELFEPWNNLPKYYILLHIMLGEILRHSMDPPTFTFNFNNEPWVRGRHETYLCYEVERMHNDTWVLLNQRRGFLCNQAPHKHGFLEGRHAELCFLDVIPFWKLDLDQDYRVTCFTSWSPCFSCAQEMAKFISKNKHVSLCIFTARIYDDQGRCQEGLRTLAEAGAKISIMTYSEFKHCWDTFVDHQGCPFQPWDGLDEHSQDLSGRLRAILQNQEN
hIAP block – human IAP inhibitors, primary screen, biochemical, luminescence, uHTS. Intestinal-type alkaline phosphatase (Homo sapiens), P09923. purified IAP, CDP-Star luminescence, 30 min. inhibition, % at 10 µM. 0.12% of 330,000 active;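 active = inhibition reaching a set limit with compound at 10 µM in the primary screen, cut at about 35% in these data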;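 note: plate controls were DMSO wells with enzyme for no effect and no-enzyme buffer wells for full effect; values of inactives mirror those of a sister screen read the other way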
mIAP act – activators of mouse IAP, primary screen, biochemical, luminescence, uHTS. intestinal alkaline phosphatase [Mus musculus]. muIAP, CDP-Star luminescence, 30 min; active compounds read high; 1 = vehicle-only enzyme signal, 0 = enzyme-free wells. activation factor at 10 µM. 0.24% of 330,000 active. AID 2805, 2010;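 active = activation factor of at least 2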; note: the source names both 10 and 20 µM as test concentration; values of inactives mirror those of a sister screen read the other way
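Assay system: mouse IAP enzyme; reagent: chemiluminescent substrate CDP-Star; dosing: test compounds delivered from DMSO solution; schedule: 30 min at room temperature; measured by: luminescence from enzymatic CDP-Star hydrolysis; controls: DMSO-only wells and no-enzyme negative control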
MPTP block – mitochondrial permeability transition pore inhibitors, primary screen, biochemical, isolated mouse mitochondria, absorbance. Ca2+ swelling absorbance, 30 min. inhibition, % at 10 µM. 1.4% of 360,000 active. AID 602449, 2012;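 active = inhibition of 50% or more, scaled per plate between neutral and stimulator controls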;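 note: 0% = DMSO wells given calcium and 100% = 1 mM EGTA wells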
hIAP act – human IAP activators, primary screen, biochemical, luminescence, uHTS. Intestinal-type alkaline phosphatase (Homo sapiens), P09923. purified human IAP, CDP-Star luminescence, 30 min; active compounds read high; 1 = vehicle-only enzyme, 0 = enzyme-free background. activation factor at 10 µM. 0.16% of 330,000 active. AID 2524, 2010;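 active = activation factor of the enzyme at least 2-fold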; note: the source names both 10 and 20 µM as test concentration; values of inactives mirror those of a sister screen read the other way
* hit, by the source's call. Rows were taken by chance (roughly 3.3% active in at least one column).

SMILES	mIAP block	A3A deaminase	ATG4B inhibitor	MIN6 prolif	APOBEC3G inh	hIAP block	mIAP act	MPTP block	hIAP act
O=C(COC(=O)c1nsc(Cl)c1Cl)NC1CCCCC1	-5.8	0.5	-7.6	0.4	-3.1	1.9	1.06	-0.1	0.981
C/C(=N\NC(=O)c1cc(Br)ccc1O)c1cccs1	7.8	0.2	-0.2	0.7	-4.6	10.7	0.922	12.1	0.893
Cc1cccc(NC(=O)CN2C(=O)NC3(CCCC3)C2=O)n1	-1.8	0.7	-1.6	-0.9	-4.4	-7.3	1.02	-1.0	1.07
CN(C)CCNC(=O)c1cc2sc3ccccc3c2s1	0.1	0.5	-1.0	-3.4	-9.7	-3.7	0.999	2.5	1.04
Oc1c(Br)cc(C2N=C(c3ccccc3Cl)NO2)cc1Br (stereo not given)	27.9	1.7	7.2	-2.5	-2.8	-9.8	0.721	3.3	1.1
Cc1ccn2c(/C=N/OCc3cccc(F)c3)c(-c3ccc(Cl)cc3)nc2c1	-1.0	0.0	3.1	-4.5	-3.5	-9.6	1.01	4.6	1.1
CCCCN(C)CCNC(=O)c1cc2cc3ccc(OC)cc3nc2o1	6.1	0.0	-7.5	1.4	-3.7	-1.7	0.939	-0.4	1.02
O=C(O)C[C@H]1c2cc(C(F)(F)F)ccc2S(=O)(=O)N1C1CCN(Cc2ccccc2)CC1	-6.0	0.1	-8.6	-1.2	-2.8	9.4	1.06	-0.2	0.906
COc1cc2c(CCNC(C)=O)c[nH]c2cc1O	-3.7	2.2	-3.0	-2.6	-2.2	-8.3	1.04	1.2	1.08
COc1cc(C2Nn3c(nnc3-c3ccccc3OC)S2)ccc1O (stereo not given)	1.1	-1.5	1.6	-1.3	45.0*	6.8	0.989	1.7	0.932
COc1ccccc1C(=O)NCCC(=O)N(C)Cc1cccnc1	-10.9	-3.9	-5.4	-2.3	-6.3	-10.0	1.11	-1.2	1.1
Cc1cccc(C)c1OCC(=O)Nc1ccc(S(=O)(=O)Nc2ccccn2)cc1	6.9	-0.1	-11.0	1.1	-3.5	7.0	0.931	0.1	0.93
O=C(Nc1ccccc1N1CCCC1)c1cc(S(=O)(=O)N2CCOCC2)ccc1Cl	-1.2	-0.2	-5.9	4.5	-6.7	0.9	1.01	-0.8	0.991
CSc1ccccc1C(=O)Nc1nccs1	-1.9	1.1	-10.2	1.7	26.9	10.3	1.02	-1.1	0.897
COc1ccccc1NC(=O)COC(=O)CNC(=O)c1ccc(OC)c(OC)c1	-5.8	-4.3	-6.3	-0.7	-4.8	-10.3	1.06	0.9	1.1
CC(C)c1nnc(NC(=O)C2CCN(c3cnccn3)CC2)s1	5.6	-1.0	-14.2	-3.2	-4.4	-14.4	0.944	0.0	1.14
CCN1CCCC1CNC(=O)Cn1cccc1C(=O)c1ccccc1C (stereo not given)	-3.8	-0.4	-0.4	0.4	-2.6	0.8	1.04	0.5	0.992
CC1(C)CC(=O)C(C=NCCc2ccc(S(N)(=O)=O)cc2)=C(O)C1	0.0	0.9	-1.4	-1.9	2.3	3.0	1	3.6	0.97
CC1S/C(=C(\C#N)C(N)=O)N(c2ccc(F)cc2)C1=O (stereo not given)	-8.6	-6.5	-4.1	-2.4	-10.4	-15.5	1.09	1.7	1.16
Cc1ccc(SC(=O)COc2ccc(C)c(C)c2)cc1	10.4	-0.3	6.5	-3.2	-6.6	-11.9	0.896	-1.9	1.12
O=C(NCc1ccc2c(c1)OCO2)C(=O)NCC1OCCN1S(=O)(=O)c1ccc(F)cc1 (stereo not given)	3.5	-1.1	-5.6	2.2	-4.5	18.8	0.965	-2.0	0.812
CCOc1ncccc1C(=O)N(C)CC(=O)Nc1ccccc1SC	2.7	21.6	1.9	-1.9	25.0	3.1	0.973	8.4	0.969
CSc1ccc(/C=C(\C#N)C(=O)Nc2cccc(C)c2)cc1	7.8	-0.5	-2.0	0.0	-4.7	8.5	0.922	3.9	0.915
CC(=O)c1cc2c(cc1NC(=O)CCc1ccccc1)OCO2	-4.3	0.0	-2.0	3.3	1.8	-17.7	1.04	0.2	1.18
CCCNC(=O)c1ccc(N2CCC3(CC2)CC(c2ccccc2)=NO3)c(NC(=O)c2cccc(OC)c2)c1	-11.6	2.5	16.8	-4.4	-9.2	6.6	1.12	0.9	0.934
Cn1c(=O)[nH]c(=O)c2c1nc(CN1CCN(c3cccc(Cl)c3)CC1)n2CCN1CCOCC1	9.5	-0.1	-1.4	-3.2	-3.2	-6.2	0.905	-1.3	1.06
O=C(Cc1ccccc1)Nc1nnc(-c2ccccc2)o1	2.1	-3.2	-0.7	-1.4	-6.7	-2.7	0.979	-0.6	1.03
CCCCCOc1ccc(C(=O)Nc2ccc(S(=O)(=O)Nc3cc(C)on3)cc2)cc1	0.3	-4.5	-7.0	-1.2	-13.2	2.1	0.997	1.1	0.979
C/C(=N\NC(=O)c1ccc(CN2CCOCC2)cc1)c1ccc([N+](=O)[O-])cc1	1.0	-4.0	-10.2	-3.2	-4.7	8.5	0.99	-0.2	0.915
CC(=O)c1ccc(N(C(=O)c2ccco2)C(C(=O)NC2CCCC2)c2ccc(N3CCOCC3)cc2)cc1 (stereo not given)	1.3	-0.7	6.8	-0.7	-4.7	-15.2	0.987	3.5	1.15
COC(=O)C1CCN(C(=O)C2CCN(C(=O)[C@@H](NS(=O)(=O)c3ccc(C)cc3)C(C)C)CC2)CC1	-3.1	3.1	-5.5	0.7	-2.9	-2.7	1.03	-2.1	1.03
CCN1CCN(c2c(Cl)cccc2NC(=O)c2ccc([N+](=O)[O-])cc2)CC1	-15.3	1.4	19.8	-4.3	-6.8	15.7	1.15	-2.9	0.843
Cc1ccc(-n2c(SCC(=O)NC3CCS(=O)(=O)C3)nc3ccccc3c2=O)cc1 (stereo not given)	3.4	1.2	-3.1	-3.2	-4.2	7.4	0.966	1.0	0.925
CC(=O)Nc1ccc(S(=O)(=O)N(C)c2ccc(OCC(=O)OCC(=O)N3CCCCC3)cc2)cc1	9.2	6.2	-5.6	-1.9	1.2	6.0	0.908	-0.2	0.94
COc1ccc(N2C(=O)[C@@H]3[C@H](C2=O)[C@H]2c4ccccc4C=CN2[C@@H]3C(=O)Nc2ccccc2)cc1	6.1	-3.4	-12.8	-6.2	-7.2	-27.0	0.939	30.3	1.27
Cc1c(C)c2cc(Cl)c(OCC(=O)N3CCN(c4ccc(F)cc4)CC3)cc2oc1=O	1.1	-5.4	-5.6	-3.1	-4.9	0.2	0.989	-0.6	0.998
Cc1cccnc1Sc1c([N+](=O)[O-])ncn1C	5.2	-1.1	-6.1	-0.1	-2.2	-12.9	0.948	0.9	1.13
COC(=O)c1ccccc1NC(=O)Cn1cnc2cc(C)c(C)cc21	-5.5	-5.3	-2.6	-0.3	-3.7	-10.4	1.05	3.4	1.1
O=C(C[N+]1(CC#Cc2ccccc2)CCCCC1)c1ccc(Cl)cc1	-9.7	3.7	-3.2	-6.8	-4.5	-2.0	1.1	0.6	1.02
CC1(C)CC(N=Cc2c(O)n(Cc3ccc4c(c3)OCO4)c(=O)c3ccccc23)CC(C)(C)N1	-2.6	0.3	-16.2	-6.5	-2.3	3.2	1.03	52.7*	0.968
C=CCn1c(SCC(=O)NC23CC4CC(CC(C4)C2)C3)nc(O)cc1=O	-0.8	-1.0	-0.9	-2.3	-1.2	7.7	1.01	0.1	0.923
CC(Sc1nnc(N)s1)C(=O)Nc1ccc(N2CCOCC2)cc1 (stereo not given)	0.7	-3.9	-2.6	-0.6	-6.2	-14.8	0.993	-0.3	1.15
CCCCNC(=O)N(O)C1N(/N=C/c2cccnc2)C(=S)SC1(C)C (stereo not given)	3.0	-3.0	4.0	-2.0	-2.9	24.5	0.97	2.1	0.755
COc1ccc(NC(=O)c2cc3c(CO)cnc(C)c3oc2=Nc2cccc(F)c2)c(OC)c1	10.7	-3.4	-4.0	-4.7	-5.7	9.4	0.893	1.5	0.906
Cc1ccc(C2=[N+]([O-])C(C)N(O)C2(C)C)o1 (stereo not given)	0.9	0.5	-9.9	-3.8	1.2	-10.8	0.991	-1.8	1.11
Cc1cc(S(=O)(=O)N2c3ccc(F)cc3CCC2C)ccc1-n1cnnn1 (stereo not given)	10.0	-3.2	-13.6	-1.4	-8.0	16.9	0.9	1.6	0.831
CCCCCN(C(=O)CCC(=O)OCC(=O)NCc1cccc(OC)c1)c1c(N)n(CCCC)c(=O)[nH]c1=O	-1.6	0.3	1.9	2.8	4.6	-22.6	1.02	-0.7	1.23
Nc1ccnn1Cc1ccncc1	-3.1	-0.4	0.9	-1.9	-8.9	3.5	1.03	-0.9	0.965
Cc1cc(C)cc(NC(=O)CSc2nc3[nH]ncc3c(=O)[nH]2)c1	6.4	-4.8	4.9	-0.2	-5.6	-15.3	0.936	1.5	1.15
COC(=O)CN1C2=NCCCN2c2ccccc21	-4.6	1.1	-1.1	-0.8	-9.5	-4.0	1.05	0.9	1.04

Following part
SMILES	mIAP block	A3A deaminase	ATG4B inhibitor	MIN6 prolif	APOBEC3G inh	hIAP block	mIAP act	MPTP block	hIAP act
COc1ccc(N2CCN(S(=O)(=O)c3cnc[nH]3)CC2)cc1	6.5	3.0	5.5	-0.5	3.5	5.0	0.935	0.2	0.95
CCN(CC)C1CCN(C(=O)c2ccc(OC3CCN(Cc4ccccn4)CC3)cc2)C1 (stereo not given)	-5.9	-2.6	0.5	0.7	-4.1	-26.0	1.06	1.3	1.26
COc1cc(C(=O)NCc2ccco2)cc(OC)c1OC	-10.4	1.4	-11.8	-1.4	4.2	-3.2	1.1	1.1	1.03
CCCC1Cc2c(sc3nc(SC)nc(N)c23)CO1 (stereo not given)	-7.9	-2.3	-9.7	0.0	-2.5	-4.3	1.08	-0.1	1.04
Cc1cccc(C)c1NC(=O)CNC(=O)CCCc1c[nH]c2ccccc12	-1.2	-6.4	3.6	0.7	-6.3	-10.5	1.01	0.2	1.1

Part of the list above with just ATG4B inhibitor and A3A deaminase:
SMILES,ATG4B inhibitor,A3A deaminase
CCN(CC)C1CCN(C(=O)c2ccc(OC3CCN(Cc4ccccn4)CC3)cc2)C1 (stereo not given),0.5,-2.6
CCCC1Cc2c(sc3nc(SC)nc(N)c23)CO1 (stereo not given),-9.7,-2.3
COc1ccc(N2CCN(S(=O)(=O)c3cnc[nH]3)CC2)cc1,5.5,3.0
